Salmonella PhoP GFP – inhibitors of PhoP regulon expression, primary screen, Salmonella Typhimurium, GFP reporter (AID 1863); 300,000 compounds, 0.16% hits; S. Typhimurium PhoP-regulated promoter GFP reporter, 4 h; higher % means a stronger effect; inhibition, % at 50 µM, or IC50 in µM where a hit was titrated;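 active = inhibition over 29.93%, a cutoff 3 SD above the screen mean, later confirmed by dose response; inconclusive = inhibition over 29.93% but no dose response follow-up; inactive = inhibition at most 29.93% or unconfirmed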;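 note: 0% = low Mg2+ inducing control and 100% = high Mg2+ repressing control; strong numbers were not always called active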
TNAP activation fold – stimulation of alkaline phosphatase TNAP activity – biochemical, luminescent, no phosphate acceptor, uHTS, primary screen (AID 1001); activation fold at 20 µM, or EC50 in µM where a hit was titrated; purified TNAP, luminescent activation assay, no phosphate acceptor; higher activation fold means a stronger effect; 200,000 compounds, 0.03% hits; in the data active = activation fold from about 3, or a potency from the dose series; inactive = the rest, 99 in 100 with activation fold below about 1.6; note: many of its hits are not listed in these tables
West Nile antiviral – inhibition of WNV-induced cytopathic effect – cell-based, CPE readout (AID 1621); West Nile virus-infected cells, CPE inhibition; higher % means a stronger effect; one-dose CPE inhibition, % at 10 µM; IC50 in µM for titrated hits; 290,000 compounds, 0.02% hits; in the data active = a potency from the dose series; inconclusive = CPE inhibition mostly from about 3.7% at the one dose, without a potency; inactive = the rest, 99 in 100 with CPE inhibition below about 2.2%; note: strong numbers were not always called active
PMI inhibitors – MPI enzyme activity inhibition – biochemical, fluorescence intensity, coupled assay, primary screen (AID 1209). purified PMI enzyme, coupled fluorescence intensity; higher % means a stronger effect. inhibition, % at 20 µM, or IC50 in µM where a hit was titrated. 190,000 compounds, 0.42% hits;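 note: plate controls were DMSO vehicle for no effect and wells lacking substrate for full effect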
Ins promoter up – MIN6 insulin promoter up-regulation | 190,000 compounds, 0.3% hits | z-score at 5 µM | AID 1625 | MIN6 insulin promoter-GFP reporter, high-content imaging; hits give high values;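 active = z-score above 3 at 5 µM with at least 500 cells counted in the well; inconclusive = wells under 500 cells, flagged as cytotoxic or low count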
RSV CPE inhibition – inhibition of RSV-induced cytopathic effect – HEp-2 cells, primary 10 µM value included (AID 2391); HEp-2 cells, RSV-induced CPE inhibition; higher % means a stronger effect; one-dose CPE inhibition, % at 10 µM; IC50 in µM for titrated hits; 310,000 compounds, 0.13% hits; in the data active = a potency from the dose series; inconclusive = CPE inhibition mostly from about 23% at the one dose, without a potency; inactive = the rest, 99 in 100 with CPE inhibition below about 21%; note: strong numbers were not always called active
human PMI inhibitors – MPI inhibition at elevated mannose 6-phosphate – biochemical, fluorescence intensity, high mannose 6-phosphate, primary screen (AID 1220). recombinant PMI enzyme, coupled fluorescence intensity; higher % means a stronger effect. inhibition, % at 20 µM; hits with a dose series show IC50 in µM. 190,000 compounds, 0.66% hits
CSM14.1 death rescue – rescue of cells from ER stress-induced death, primary screen, 384-well, CSM14.1, thapsigargin, ATP luminescence (AID 1222); CSM14.1 thapsigargin-induced death rescue, ATP luminescence; higher % means a stronger effect; one-dose cellular ATP content (survival), % at 20 µM; EC50 in µM for titrated hits; 190,000 tested, under 10 active;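 active = EC50 below 50 µM in the dose-response confirmation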;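 note: death triggered by thapsigargin at about 15 µM added after 2 h compound pretreatment; cell ATP read after overnight thapsigargin exposure of roughly 18 to 22 hours; normalized against plate controls of thapsigargin alone and 5% DMSO vehicle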
SV40 large T antigen – TAg ATPase/helicase activity blockers – biochemical (AID 1903). SV40 large T antigen ATPase/helicase inhibition assay; higher % means a stronger effect. one-dose inhibition, % at 20 µM; IC50 in µM for titrated hits. 310,000 compounds, 0.39% hits; in the data active = a potency from the dose series; inconclusive = inhibition mostly from about 32% at the one dose, without a potency; inactive = the rest, 99 in 100 with inhibition below about 32%; note: strong numbers were not always called active
Ins promoter up cell count – further read-out of Ins promoter up, marked with its call; cell count; measured here: cytotoxicity, nuclei count;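 total cells summed across four imaged fields per well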
Numbers without * were called inactive; ? = inconclusive; nt = no result given. Cut-off read from the data, not from the text of the source, unless noted: active = inhibition above about 50%; inactive = the rest.

Second line of a record: Ins promoter up, RSV CPE inhibition, CSM14.1 death rescue, West Nile antiviral, Ins promoter up cell count, human PMI inhibitors, Salmonella PhoP GFP, PMI inhibitors, TNAP activation fold, SV40 large T antigen
Cc1ccc(-n2nnnc2SCc2nc3sc(C)c(C)c3c(=O)[nH]2)cc1
→ 1.1, 1.8%, -2.8%, -0.8%, 1499, -3%, 3%, 6%, 1.2, 5%
Cc1ccc(-n2c([C@@H]3C[C@H]3c3ccccc3)n[nH]c2=S)cc1
→ nt, 0.9%, -5.1%, -0.5%, nt, 12%, -6%, 18%, 1.1, 14%
O=C(Nc1ccc(Cl)cc1)N1CCN(c2ncccn2)CC1
→ nt, -0.3%, 0.0%, -0.5%, nt, 3%, 0%, 4%, 1.1, 1%
CC(Oc1ccc(Cl)cc1Cl)C(=O)/C=C/N(C)C (centres undefined)
→ nt, -1.2%, 2.5%, -0.6%, nt, -5%, -3%, -8%, 1, 8%
CC(C)COC(=O)NCC12C=CC(O1)C1C(=O)N(c3ccc(Cl)cc3)C(=O)C12 (centres undefined)
→ 0.05, 1.6%, nt, -0.2%, 1218, -35%, 2%, -15%, 1.1, 2%
Cc1ccc(NS(=O)(=O)N2CCOCC2)cc1Cl
→ nt, -0.1%, nt, -0.3%, nt, nt, 0%, nt, nt, 27%
CC(C)(C)C(=O)NC1CC2CCCC(C1)N2C(=O)Nc1cccc(Cl)c1 (centres undefined)
→ nt, 3.4%, nt, -1.5%, nt, nt, 8%, nt, nt, -3%
CCOc1ccc2nc3c(cc2c1)CN(CCOC)C(=NC)S3
→ 0.68, 1.2%, -1.5%, -1.7%, 1056, 17%, 3%, 8%, 1, 7%
Cn1c(NC(=O)C[n+]2cc(-c3ccc(F)cc3)n3c2CCC3)cc(=O)n(C)c1=O
→ -0.01, -0.2%, -0.5%, -0.4%, 1255, -16%, 4%, -4%, 1.1, 4%
CCCOc1ccc([N+](=O)[O-])cc1C1NC(=S)NC(c2ccccc2)=C1C(=O)OCC (centres undefined)
→ -0.33, 55%, 4.8%, 0.3%, 1627, 7%, 15%, 11%, 1.1, 6%
CCOC(=O)Nc1ccc2c(c1)N(C(=O)N(C)C)c1ccccc1CC2
→ -0.83, 2.1%, 0.6%, 0.0%, 1164, 6%, 0%, 9%, 1.1, 9%
COC(=O)C1=C(C)N(Cc2ccccc2)C(=S)N[C@H]1c1cccc(F)c1
→ nt, 18%, nt, -0.1%, nt, nt, 1%, nt, nt, 23%
Cc1ccc(NC(=O)COc2cccnc2[N+](=O)[O-])cc1S(=O)(=O)N1CCOCC1
→ -0.59, 1.6%, -0.3%, -0.1%, 1277, -1%, -9%, -9%, 1.1, 6%
CC1CCCN(C(=O)CSc2nnc(-c3c[nH]c4ccccc34)o2)C1 (centres undefined)
→ 1.5, ?, 0.9%, 0.4%, 1019, -2%, -2%, 1%, 1.2, 29%
Cc1cc(C)c(NC(=O)C2CCCN2CCOC(=O)c2cccc([N+](=O)[O-])c2)c(C)c1 (centres undefined)
→ -0.06, 1.4%, -1.3%, -0.5%, 1346, -10%, -10%, -10%, 1.1, 10%
O=C(Cn1cc([N+](=O)[O-])cn1)Nc1ccn(Cc2c(F)c(F)cc(F)c2F)n1
→ 0.32, -0.4%, 10%, -0.5%, 996, 0%, -2%, 2%, 1.1, 12%
COc1ccc(CNC(=O)COc2cc(=O)n(C)c3ccccc23)cc1
→ -0.58, 1.4%, -1.1%, 0.0%, 1293, -13%, -5%, -16%, 1, 19%
CCN1CCN(c2c(C=O)c(Cl)nc3ccc(OC)cc23)CC1
→ nt, -0.1%, nt, -0.8%, nt, nt, -3%, nt, nt, 5%
CCOc1ccc(/C=C2\SC(=O)N(CCNC(=O)C3COc4ccccc4O3)C2=O)cc1OC (centres undefined)
→ 0.4, 20%, -0.5%, 0.1%, 1196, 19%, -19%, 30%, 1, 7%
COc1ccc(-c2[nH]nc3c2C(c2ccsc2)C(C#N)=C(N)O3)cc1 (centres undefined)
→ -0.19, 2.4%, -1.0%, -0.1%, 1751, 16%, 1%, 20%, 0.9, 27%
COc1ccc(OC)c(NC(=O)C2CCCN2C(=O)C2CCC(C)CC2)c1 (centres undefined)
→ 0.48, 1.1%, -0.1%, -0.2%, 971, 14%, 5%, 4%, 1.1, 1%
Cc1ccc(CSCCNC(=O)/C=C/c2ccc(Cl)cc2)cc1
→ -0.28, 0.2%, 1.4%, -0.6%, 1423, 5%, -10%, 1%, 1.1, -1%
Cn1c(=O)[nH]c(=O)c2c1nc(N1CCOCC1)n2CCCSc1ncccn1
→ 0.48, -0.1%, -0.9%, 0.1%, 1182, -1%, 2%, -5%, 1, 12%
CCn1cc(C(=O)NNC(=O)c2ccc(Cl)cc2)c(=O)c2ccc(C)nc21
→ 0.41, 0.5%, -1.8%, 0.9%, 1149, 8%, -2%, 6%, 1.9, 10%
COc1ccc(S(=O)(=O)N2CCOCC2)cc1NC(=O)COc1cccnc1[N+](=O)[O-]
→ 0.38, 0.8%, -0.4%, 0.3%, 1126, 8%, -6%, 4%, 1.1, 3%
CCOC(=O)c1c(N)sc2c1C1CCN2CC1
→ 0.13, 1.0%, -1.0%, 0.1%, 1326, 12%, -2%, 2%, 1.1, 12%
CCOc1ccc(N2C(=O)CC(SC(=NC)Nc3cccc(OC)c3)C2=O)cc1 (centres undefined)
→ 0.69, 2.9%, 1.4%, -0.3%, 1651, nt, -7%, nt, 1.2, 6%
C=CCn1c(NCc2ccc3c(c2)OCO3)nc2ccccc21
→ -1, 0.8%, -2.9%, -0.6%, 982, -4%, 13%, -1%, 1.1, 8%
COc1ccc(-c2cc(NC(=O)c3cncn3-c3ccccc3)ccc2OC)cc1
→ nt, 3.5%, nt, 0.3%, nt, nt, 0%, nt, nt, 19%
S=C(Nc1cc(Cl)ccc1Cl)Nn1cnnc1
→ -0.01, nt, nt, 0.1%, 1056, nt, -2%, nt, nt, 18%
O=C(Nc1ccccc1-c1nc2ccccc2[nH]1)c1sc2ccccc2c1Cl
→ -0.02, 7.8%, -0.7%, -0.6%, 1368, -16%, -11%, -12%, 1, 9%
COc1ccc(CC(=O)NC2CCN(Cc3nnnn3C(C)(C)C)CC2)cc1OC
→ -0.56, 1.8%, -0.5%, ?, 801, -10%, 2%, -3%, 1.1, nt
O=C(Nc1cc(Cl)cc(Cl)c1)c1cnn2cccnc12
→ -0.92, 4.2%, -0.2%, 0.7%, 962, 3%, 2%, 6%, 1.1, 10%
CCOc1ccc(NC(=O)CSc2nnc(C34CC5CC(CC(C5)C3)C4)n2C)cc1
→ 1.1, 0.1%, 1.4%, -1.0%, 844, 7%, 1%, 15%, 1, 5%
COC(=O)c1ccc[n+](CC(=O)c2ccc(Br)cc2)c1
→ 0.25, 0.8%, -2.3%, -0.7%, 1260, -46%, 4%, -35%, 1, 0%
CC1(C)CC(=O)C(C(=O)Cc2ccccc2[N+](=O)[O-])C(=O)C1
→ 0.19, 3.6%, -3.7%, 0.5%, 1389, 1%, -7%, -6%, 1.1, 18%
CCOc1cc2c3c(c1)C1(OCCO1)C(=O)N3C(C)(C)CC2C (centres undefined)
→ nt, 2.5%, -2.2%, 0.2%, nt, 7%, -9%, 9%, 1.1, 7%
CCC(C)(C)NC(=O)C(c1ccccn1)N(C(=O)c1csnn1)C1CCCCC1 (centres undefined)
→ 0.3, -1.4%, 0.9%, 0.6%, 1342, 2%, 2%, 2%, 1.1, 14%
COc1ccc(C(=O)CCC(=O)NCCc2ccccc2F)cc1
→ nt, 0.7%, nt, -0.7%, nt, nt, 6%, nt, nt, 4%
CC1CCc2c(sc3ncn(Cc4ccc(C(=O)O)cc4)c(=O)c23)C1 (centres undefined)
→ -0.74, -0.3%, 2.3%, 1.1%, 1489, 7%, 1%, 9%, 1.1, 6%
O=C(NCc1cccnc1)c1cc(Sc2ccc(F)cc2F)nc2ccccc12
→ 0.02, 2.3%, 2.4%, -0.4%, 1633, 12%, -1%, 11%, 1.1, 4%
COc1cccc(CN2CCNC(=O)C2CC(=O)N(C)Cc2nc(C)cs2)c1OC (centres undefined)
→ nt, 0.4%, nt, -0.7%, nt, nt, -5%, nt, nt, 13%
Cc1cc(C)cc(NC(=O)CCN2CCOCC2)c1
→ nt, 0.9%, nt, -0.2%, nt, nt, -4%, nt, nt, 10%
COc1ccc(CNCc2cccn2C)cc1
→ nt, -0.8%, nt, -0.7%, nt, nt, -4%, nt, nt, 6%
O=C(Nc1ccc(Br)cc1)c1cccc(S(=O)(=O)Nc2cnc3ccccc3c2)c1
→ nt, 21%, 9.9%, -1.9%, nt, 17%, 2%, 28%, 1.1, 5%
Cc1csc(SCC(=O)NCc2ccccc2)n1
→ 0.45, 0.5%, -1.4%, -0.6%, 1309, 4%, 0%, -1%, 1.3, 11%
CC(C)c1cc(C(=O)N2CCN(C(c3ccccc3)c3ccccc3)CC2)no1
→ 0.27, 9.8%, 3.0%, -1.4%, 1398, 9%, 4%, 0%, 1.1, 6%
CC(Sc1ccc2nnc(-c3ccc(F)cc3)n2n1)C(=O)O (centres undefined)
→ 0.06, 3.3%, -2.5%, nt, 1361, -123%, -8%, -34%, 1.1, 8%
Nc1nnc(SCc2nc3scc(-c4ccccc4)c3c(=O)[nH]2)s1
→ 1.2, 0.3%, nt, -0.4%, 1018, nt, 0%, nt, nt, 4%
CCn1nc(NS(=O)(=O)c2ccc([N+](=O)[O-])cc2)c2cc3ccc(C)cc3nc21
→ nt, 7.9%, nt, 2.0%, nt, nt, -9%, nt, nt, 18%
Cc1ccc(NC(=O)Cn2ncc3c([nH]c4ccccc43)c2=O)cc1Cl
→ nt, 0.7%, nt, 0.3%, nt, nt, 4%, nt, nt, 3%
CCOc1ccc(NC2=NC(C(=O)NCc3ccccc3)CC(=O)N2)cc1 (centres undefined)
→ 0.66, 1.4%, 2.5%, 0.3%, 1175, -3%, 14%, -4%, 1.1, 5%
Cc1ccc2c(c1)cc1c(=O)[nH]ncn12
→ nt, 9.1%, -1.8%, nt, nt, -2%, 3%, 2%, 1, 12%
Cc1cccc(NS(=O)(=O)c2c(C)n[nH]c2C)c1
→ -0.39, 1.1%, 1.0%, -0.8%, 1614, 8%, 7%, 8%, 0.8, 7%
Cc1ccsc1C(=O)N/N=C/c1ccc([N+](=O)[O-])cc1
→ 0.35, 0.9%, -4.5%, -0.7%, 1321, 3%, 1%, 0%, 1.1, 19%

Source: PubChem (several laboratories)
